# Screens: PubChem BioAssay, Broad Institute
# SIRT5 block – inhibitors of human sirtuin-5 desuccinylase; Q9NXA8; Purified SirT5, succinyl-peptide AMC, trypsin-coupled fluorescence; inhibition, % at 15 µM; actives 1.1% (n = 330,000); AID 652115; in the data active = inhibition above about 15%
# LGR2 antag – blocks bursicon-induced cAMP signaling via Drosophila LGR2; inhibition, % at 9.99 µM; actives 0.35% (n = 380,000); AID 720647; HEK293 LGR2, CRE-luciferase, bursicon-stimulated, 4 h;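 active = drop in luminescence signal, shown as inhibition above about 50% in the replicate tests, limit read from the data, passing the limit was not always enough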;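 also: agonist challenge used bursicon conditioned medium at about half maximal strength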
# S100A4 MyoIIA – S100A4-myosin IIA interaction inhibition; AID 652163; S100A4/TAMRA-MyoIIA peptide fluorescence polarization; P26447; inhibition, % at 10.7 µM; actives 0.14% (n = 360,000);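 active = mean inhibition of at least 70% across replicates, with every replicate also reaching that level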
#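 System – human S100A4 monomer protein, biochemical binding assay · Buffer or medium – Calcium-containing HEPES buffer, pH 7.2 · Timing – 5 min between mix addition and reading · Also added – TAMRA-labelled myosin IIA heavy-chain peptide probe, 5 nM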
# Statin myotox sup – protects C2C12 myotubes from simvastatin toxicity; ATP luminescence, 48 h; scaled: DMSO 0, geranylgeraniol control 100; rescue of ATP level, % at 7.49 µM; actives 0.78% (n = 330,000);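 active = mean ATP rescue above about 67%, or every replicate alone reaching that limit, limit read from the data, passing the limit was not always enough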;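 also: myotubes were challenged with 10 µM simvastatin during compound exposure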
# XiGFP reactiv – activators of X-chromosome reactivation in mouse fibroblasts. XiGFP mouse fibroblasts, % GFP-positive cells imaging, 3 d; cells co-treated with 5-aza-dC sensitizer; scaled so ellipticine positive control = 100%. activation, % at 7.58 µM. actives 0.055% (n = 360,000);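 active = mean normalized replicate activation at least 10% and every replicate at or above 10%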;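 also: 0% = median of on-plate neutral control wells and 100% = ellipticine 6 µM median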
#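 Assay system: SV40-immortalized XiGFP fibroblast cells, line 68-5-11; buffer or medium: DMEM plus 5-aza-dC sensitizer; compound: one concentration, pinned; timing: compounds 3 days, fix/stain 15 min at room temperature; benchmarks: positive control ellipticine, 6 µM final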
# ERAP1 inh – blocks human ERAP1 aminopeptidase activity | Q9NZ08 | inhibition, % at 10.7 µM | recombinant ERAP1, Leu-AMC fluorescence, 60 min | actives 0.15% (n = 340,000);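 active = mean replicate inhibition of at least 30%, or all replicates individually reaching that 30% level; inactive = mean below 30% and not every replicate reaching it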;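 also: 0% = neutral control wells and 100% = L-leucinethiol positive control wells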
# Target sequence (Q9NZ08 whole entry, looked up): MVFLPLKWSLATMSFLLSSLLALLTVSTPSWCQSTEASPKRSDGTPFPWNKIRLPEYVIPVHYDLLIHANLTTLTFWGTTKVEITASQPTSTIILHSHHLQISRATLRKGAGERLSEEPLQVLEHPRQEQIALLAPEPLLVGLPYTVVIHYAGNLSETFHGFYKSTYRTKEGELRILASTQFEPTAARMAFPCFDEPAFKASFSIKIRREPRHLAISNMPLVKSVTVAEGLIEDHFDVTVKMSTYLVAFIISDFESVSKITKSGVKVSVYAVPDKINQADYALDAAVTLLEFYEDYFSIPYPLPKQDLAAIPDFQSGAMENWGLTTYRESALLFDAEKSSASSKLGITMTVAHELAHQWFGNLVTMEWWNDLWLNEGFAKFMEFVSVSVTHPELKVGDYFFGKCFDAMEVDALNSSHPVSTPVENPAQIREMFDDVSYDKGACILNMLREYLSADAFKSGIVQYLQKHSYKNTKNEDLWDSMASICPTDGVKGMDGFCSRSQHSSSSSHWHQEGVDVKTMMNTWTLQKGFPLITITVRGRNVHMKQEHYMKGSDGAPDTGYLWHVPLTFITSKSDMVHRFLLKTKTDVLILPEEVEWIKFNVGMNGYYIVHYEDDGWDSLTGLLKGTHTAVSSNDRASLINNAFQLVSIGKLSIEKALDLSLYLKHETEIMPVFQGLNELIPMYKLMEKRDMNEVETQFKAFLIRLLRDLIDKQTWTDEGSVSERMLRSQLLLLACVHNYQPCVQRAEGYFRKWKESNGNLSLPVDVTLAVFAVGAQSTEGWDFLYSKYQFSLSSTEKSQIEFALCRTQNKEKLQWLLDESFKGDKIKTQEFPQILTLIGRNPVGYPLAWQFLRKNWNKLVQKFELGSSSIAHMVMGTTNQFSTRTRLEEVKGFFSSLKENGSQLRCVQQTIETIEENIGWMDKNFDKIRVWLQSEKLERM
# PGC1a acetyl inh – lowers PGC1a acetylation signal in U2OS cells | AlphaScreen anti-acetyl-lysine; with virally co-expressed GCN5 acetyltransferase | inhibition, % at 15.6 µM | actives 0.17% (n = 350,000);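 active = every replicate shows inhibition of at least 40%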;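 also: 0% = neutral control wells and 100% = positive control wells; some results beyond the cut were filed as inactive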
# Cneo AK release – causes C. neoformans cell lysis; adenylate kinase release luminescence, 4 h; normalised: neutral wells 0, clomiphene wells 100; lysis activity, % at 15 µM; actives 0.2% (n = 360,000); AID 651654;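 active = mean lysis activity across replicates of at least 80%, whatever share of replicates individually reach that level; inactive = mean lysis activity below 80%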
#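 Assay system: log-phase C. neoformans yeast / Quantity: yeast cell density of 5 × 10^6 cells/mL / Medium: fresh YPD growth medium / Compound: single dose / Timing: static 4 h at 37 °C with compound, 1 h detection / Measured by: adenylate kinase release luminescence / Read-out: lysis from increased AK signal / Benchmarks: Clomiphene as positive lysis control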
# Starred values were filed as active, the others as inactive; . = not tested or not shown; & = joins results of further samples.
SMILES	SIRT5 block	LGR2 antag	S100A4 MyoIIA	Statin myotox sup	XiGFP reactiv	ERAP1 inh	PGC1a acetyl inh	Cneo AK release
Cc1ccc(S(=O)(=O)N[C@@H]2CC[C@H](CC(=O)O)O[C@@H]2CO)cc1	0	8	0	-19	-0.3	-2	8	-1
c1ccc(-c2noc(CSc3nnnn3-c3ccccc3)n2)cc1	-1	-26	-15	18	0.1	5	-7	2
CN(CC(=O)Nc1ccc(OC(F)F)cc1)S(=O)(=O)/C=C/c1ccccc1	-2	9	6	-4	0.7	-3	-10	1
Cc1cccc(C(=O)NC(C)C(=O)NC(c2nc3ccccc3[nH]2)C(C)C)c1 (configuration not stated)	-7	-19	0	6	0.1	4	-1	-3
CN(C)c1ccc(S(=O)(=O)N2CCCCC2)cc1NC(=O)CN1C(=O)NC(C)(c2ccccc2)C1=O (configuration not stated)	3	1	1	8	0.2	4	.	-1
COc1ccc(C(CCN2CCCC2)c2c(O)cc(OC)cc2OC)cc1 (configuration not stated)	.	6	.	-2	0.0	.	.	4
N#C[C@H]1[C@H](c2ccc(-c3cccc(F)c3)cc2)[C@@H](CO)N1C(=O)NC1CCCC1	4	14	0	19	-0.1	-2	4	3
O=C(/C=C/c1cn(-c2ccccc2)nc1-c1cccnc1)N1CCCC1	-14	4	-3	.	4.7	-1	.	.
O=C(NCCc1ccc(Cl)cc1)c1cc(-c2ccncc2)nc2ccccc12	-4	0	-1	41	-0.1	1	-13	0
N#CN(Cc1ccccc1)Cc1ccccc1	-3	-13	9	-14	0.0	-2	-3	0
O=C(NCCc1csc(-c2ccc(Cl)cc2)n1)c1ccco1	5	-6	-5	-17	0.0	3	-2	2
C[C@H]1CN([C@@H](C)CO)C(=O)c2cccc(NC(=O)C3CCCCC3)c2O[C@H]1CN(C)C(=O)Nc1ccc2c(c1)OCO2	-1	14	-29	-45	0.5	-1	0	0
CCCNC(=O)N1[C@@H]2CN(C(=O)Nc3cccc(F)c3)c3ccccc3[C@@H]2[C@@H]1CO	0	0	.	6	0.7	.	-2	1
COC(=O)N1CCCC(c2cc(C(=O)Nc3ccccc3Cl)no2)C1 (configuration not stated)	.	-26	2	11	0.1	-2	4	-7
O=C1CN(/N=C/c2ccc([N+](=O)[O-])o2)C(=O)N1	3	-1	-6	2	0.0	3	-28	-1
Cc1c(NC(=O)Nc2ccc3c(c2)OCO3)cccc1[N+](=O)[O-]	-4	-24	-7	.	0.3	0	-3	-1
Cc1cc2nc(CSc3ccc(Cl)cc3)cc(=O)n2[nH]1	9	-12	-4	.	0.5	1	-1	.
CCOC(=O)N1CCc2c(sc3nc[nH]c(=O)c23)C1	-7	-3	3	.	0.1	-3	.	.
COC(=O)c1sccc1NC(=O)CC1C(=O)NCCN1C(=O)c1ccccc1 (configuration not stated)	.	1	-10	3	0.0	1	.	-1
C[C@@H]1CN([C@@H](C)CO)C(=O)CCCn2nncc2CO[C@H]1CN(C)C(=O)c1cc(-c2ccccc2)on1	1&-3	-1	1&1	13&-17	0.2&0.2	-3&0	9&1	-1&-1
O=C(C1CCCO1)N1CCN(c2c3c(nc4cc(-c5ccc(F)cc5)nn24)CCC3)CC1 (configuration not stated)	-5	-14	5	18	.	11	-8	-2
Nc1[nH]c(C(=O)c2ccccc2)c(-c2ccc(Cl)cc2Cl)c1C(=O)NCCc1c[nH]c2ccccc12	3	13	-3	.	0.2	-3	.	.
NNC(=O)c1nc[nH]c1C(=O)Nc1ccccc1[N+](=O)[O-]	-3	37	-1	.	0.0	12	4	.
C[C@@H]1CCCCO[C@@H](CN(C)C(=O)c2ccccc2)[C@@H](C)CN([C@@H](C)CO)C(=O)c2cc(NC(=O)Nc3ccc(F)cc3)ccc2O1	4	-5	6	.	0.4	-5	2	-3
O=C(NCCCN1CCOCC1)c1ccc(N2CCCC2)c([N+](=O)[O-])c1	7	10	3	.	0.2	5	-15	.
CN(C)c1ccc2c(c1)[C@@H]1C[C@@H](CC(=O)NCc3cc(F)ccc3F)O[C@H](CO)[C@@H]1O2	2	1	-6	-1	-0.1	-1	-4	-7
O=C(NC1=NCCS1)c1ccc(Br)s1	.	-55	.	-3	.	.	-4	-7
O=[N+]([O-])c1cc(-c2nnc(N3CCOCC3)c3ccccc23)ccc1N1CCOCC1	0	11	-5	.	0.0	-1	.	.
COc1ccc(C(C)=O)cc1COC(=O)C1CCN(C(=O)c2ccc(Cl)cc2)CC1	-3	-9	4	-9	-0.2	-1	.	0
O=C(c1c(F)cccc1Cl)N1CCN(c2ccccn2)CC1	15	-1	-3	-10	0.0	2	-3	3
NC(=O)c1ccccc1NC(=O)c1ccc2c(c1)OCO2	-5	15	1	-24	0.0	4	.	-4
CNC[C@H]1Oc2c(NS(=O)(=O)c3ccc(F)cc3)cccc2C(=O)N([C@H](C)CO)C[C@H]1C	-1	5	3	-16	-0.6	3	1	1
O=C(C(=O)N1CCc2ccccc2C1)c1cn(CC(=O)N2CCOCC2)c2ccccc12	1	10	15	-10	0.0	-1	.	9
CCC(Cc1ccccc1)NC(=O)C1CCN(S(=O)(=O)c2ccc3c(c2)CC(C)N3C(C)=O)CC1 (configuration not stated)	.	-18	-1	-4	0.2	-2	-1	0
O=C(C[C@H]1C[C@H]2c3cc(NC(=O)CC4CC4)ccc3O[C@H]2[C@@H](CO)O1)NCc1cccc(F)c1	3	19	-1	-3	0.0	-5	0	1
Cc1nn(C)c(C)c1S(=O)(=O)N1CCC(C(=O)NC(C)c2ccccc2)CC1 (configuration not stated)	.	-8	0	8	0.2	-3	5	0
CS(=O)(=O)Nc1ccc2c(c1)[C@@H]1C[C@H](CC(=O)NCc3ccc(Oc4ccccc4)cc3)O[C@@H](CO)[C@@H]1O2	-2	15	17	-11	0.0	1	-18	4
O=C(C[C@H]1C=C[C@H](NC(=O)Nc2ccc3c(c2)OCO3)[C@@H](CO)O1)NCc1ccccc1	-3	11	-8	-3	-0.3	3	2	-1
Cc1ccnc(NC(=S)NC(=O)/C=C/c2ccccc2)c1	0	-31	0	2	.	4	5	-3
CCCNC(=O)N[C@H]1CC[C@H](CCNS(=O)(=O)c2cccc(F)c2)O[C@@H]1CO	6	-2	2	4	-0.5	6	-6	0
O=C(Nn1c(COc2ccccc2)nc2ccccc2c1=O)C(Cl)(Cl)Cl	0	-30	0	-12	0.0	-2	.	8
COc1cc(S(=O)(=O)N2CCN(c3ccccc3F)CC2)c(OC)cc1Cl	.	-8	.	18	.	.	-7	4
CCOc1cc(C)c(S(=O)(=O)NCc2ccccn2)cc1C	.	8	-1	1	-0.1	-2	3	5
O=c1cc(CNc2cc(C(F)(F)F)cc(C(F)(F)F)c2)nc2sccn12	2	19	-6	.	0.0	-1	.	0
CCSc1nnc(-c2cc(Br)ccc2N=Cc2c(C)[nH]n(-c3ccccc3)c2=O)c(=O)[nH]1	3	-7	-3	.	0.0	2	2	.
COCC(=O)Nc1ccc2c(c1)OC[C@@H](C)N(CCc1ccccc1)C[C@@H](C)[C@@H](OC)CN(C)C2=O	-2	-16	-18	-20	0.1	3	-10	-1
Cc1ccc(-c2noc(CCC(=O)NC3CC3)n2)cc1	-5	-6	-1	-2	0.3	-1	.	-2
CO[C@@H]1CN(C)C(=O)c2cc(NC(=O)c3cnccn3)ccc2OC[C@@H](C)NC[C@H]1C	0	4	14	-3	0.2	0	-11	1
CS(=O)(=O)N1C[C@@H](O)COC[C@H]2O[C@H](CC(=O)NCc3ccccc3)CC[C@@H]21	1	-10	20	3	0.2	-6	11	-4
CC(C)NC(=O)N(C)C[C@@H]1Oc2ncc(C#Cc3ccc(C(F)(F)F)cc3)cc2C(=O)N([C@H](C)CO)C[C@@H]1C	2	18	7	2	0.3	0	4	-2
O=C(Cn1ncc2c(=O)oc3ccccc3c21)NCCN1CCN(c2ccccc2F)CC1	-6	-6	-6	-4	-0.1	-5	1	1
CCN1CCN(C(=O)COCc2cc(-c3ccc4c(c3)OCO4)on2)CC1	-5	10	4	.	0.0	2	.	.

# Rewritten with values under each structure: 4 of the compounds above
# The line under a structure holds: SIRT5 block | LGR2 antag | S100A4 MyoIIA | Statin myotox sup | XiGFP reactiv | ERAP1 inh | PGC1a acetyl inh | Cneo AK release
Cc1nn(C)c(C)c1S(=O)(=O)N1CCC(C(=O)NC(C)c2ccccc2)CC1 (configuration not stated)
    . | -8 | 0 | 8 | 0.2 | -3 | 5 | 0
CS(=O)(=O)Nc1ccc2c(c1)[C@@H]1C[C@H](CC(=O)NCc3ccc(Oc4ccccc4)cc3)O[C@@H](CO)[C@@H]1O2
    -2 | 15 | 17 | -11 | 0.0 | 1 | -18 | 4
O=C(C[C@H]1C=C[C@H](NC(=O)Nc2ccc3c(c2)OCO3)[C@@H](CO)O1)NCc1ccccc1
    -3 | 11 | -8 | -3 | -0.3 | 3 | 2 | -1
Cc1ccnc(NC(=S)NC(=O)/C=C/c2ccccc2)c1
    0 | -31 | 0 | 2 | . | 4 | 5 | -3

# Compound profiles, from the list above. Order of values: SIRT5 block, LGR2 antag, S100A4 MyoIIA, Statin myotox sup, XiGFP reactiv, ERAP1 inh, PGC1a acetyl inh, Cneo AK release
# Profile of Cc1ccnc(NC(=S)NC(=O)/C=C/c2ccccc2)c1 → 0, -31, 0, 2, ., 4, 5, -3
# Profile of O=C(C1CCCO1)N1CCN(c2c3c(nc4cc(-c5ccc(F)cc5)nn24)CCC3)CC1 (configuration not stated) → -5, -14, 5, 18, ., 11, -8, -2
# Profile of NC(=O)c1ccccc1NC(=O)c1ccc2c(c1)OCO2 → -5, 15, 1, -24, 0.0, 4, ., -4
# Profile of O=C1CN(/N=C/c2ccc([N+](=O)[O-])o2)C(=O)N1 → 3, -1, -6, 2, 0.0, 3, -28, -1

# The list is partial; rates above refer to the full screens.
